BLM inh = Bloom syndrome helicase (human) inhibition | P54132 | recombinant BLM DNA unwinding, fluorescence dequenching | Potency, µM (top dose mostly 56.1 µM), for inactives: at the top dose activity change, negative = inhibition, actives largely listed as inhibitors | 0.2% of 350,000 active | AID 2528;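 note: plate controls were vehicle for no effect and no enzyme for full effect; nearly all actives have a fitted effect of over 35% in size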
Pol kappa inh = DNA polymerase kappa (human) inhibition; Q9UBT6; purified Pol kappa, fluorescent DNA synthesis assay, 10 min; Potency, µM (top dose mostly 107 µM), for the others: top-dose activity, negative = inhibition, actives largely listed as inhibitors; 0.53% of 400,000 active; note: % is set by controls: 0 for no effect and ±100 for the full control effect
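First, compounds were pin-transferred onto 10 nM Pol kappa. After 15 min at room temperature, substrate was added to 50 nM final. Fluorescence was then measured kinetically at 0 and 10 min.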
Apoferritin bind = candidate novel general anesthetic via apoferritin binding; P02791; apoferritin/1-aminoanthracene competitive binding, fluorescence; Potency, µM (highest dose often 77.5 µM), for inactives: at the highest dose activity change, negative = displacement, most hits filed as inhibitors; 0.074% of 350,000 active; note: % is set by controls: 0 for no effect and ±100 for the full control effect; nearly all actives have a fitted effect of over 20% in size
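Horse-spleen apoferritin (10 uM) was mixed with 50% saturated 1-aminoanthracene in PBS, exposed to compounds for 10 min at room temperature, and read for fluorescence (ex 380 nm, em 535 nm). Competitive displacement was fitted with a four-parameter Hill equation.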
APE1 inh = inhibitors of human APE1 endonuclease; Potency, µM (top dose mostly 65.8 µM), inactives show top-dose activity change, negative = inhibition, usual class: inhibitors; recombinant APE1, TAMRA/BHQ-2 abasic DNA cleavage fluorescence; P27695; AID 2517; 0.35% of 350,000 active;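 note: plate controls were vehicle for no effect and reference inhibitor for full effect; nearly all actives have a fitted effect of over 55% in size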
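APE1 at 0.75 nM final was preincubated with compound 15 min at room temperature, then 50 nM double-stranded THF abasic-site substrate (5'-TAMRA/3'-BHQ-2) was added. Fluorescence (ex 525/em 598 nm) was read kinetically; third-minus-first read gave activity.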
POLB inh = blocks human DNA polymerase beta activity. Pol beta primer extension/strand displacement, fluorescence kinetic. Potency, µM (top dose mostly 114 µM), without a hit: top-dose activity change, negative = inhibition, most hits filed as inhibitors. 1.3% of 340,000 active; note: % is set by controls: 0 for no effect and ±100 for the full control effect
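10 nM enzyme + cpd, 15 min RT; start with substrate 50 nM final; read 0 min and after 10 min RT. Corrected, normalized data; 4-parameter Hill curve fit.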
G9a inh = G9a (human) methyltransferase inhibition. Q96KQ7. G9a H3K9 monomethylation, AlphaScreen, 2 h. Potency, µM (doses to about 102 µM), inactives show top-dose activity, negative = inhibition, actives largely listed as inhibitors. 8.8% of 350,000 active. AID 504332; note: % is set by controls: 0 for no effect and ±100 for the full control effect; nearly all actives have a fitted effect of over 75% in size
Target sequence (Q96KQ7 913-1193 limits assumed): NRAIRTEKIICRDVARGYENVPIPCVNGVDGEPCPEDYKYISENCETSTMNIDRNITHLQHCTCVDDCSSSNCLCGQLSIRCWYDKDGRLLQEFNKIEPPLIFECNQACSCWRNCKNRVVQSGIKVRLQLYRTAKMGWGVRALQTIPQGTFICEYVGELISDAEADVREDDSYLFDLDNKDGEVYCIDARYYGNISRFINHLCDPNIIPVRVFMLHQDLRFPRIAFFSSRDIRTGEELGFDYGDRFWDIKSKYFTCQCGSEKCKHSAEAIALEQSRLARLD
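G9a (20 nM) preincubated 15 min RT with compounds, then 500 nM biotinylated H3K9 peptide and 20 uM SAM added; 2 h RT reaction. Monomethyl-H3K9 product detected by AlphaScreen with anti-H3K9me1 antibody, streptavidin donor and anti-rabbit IgG acceptor beads.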
POLH inh = blocks human DNA polymerase eta activity; Potency, µM (titrated, usually from 114 µM), for inactives: at the highest dose activity change, negative = inhibition, actives largely listed as inhibitors; 1.2% of 390,000 active; Q9Y253; recombinant Pol eta, fluorescent DNA replication assay; note: % is set by controls: 0 for no effect and ±100 for the full control effect
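Fluorescent replication assay: 50 nM final substrate added after a 15 min room-temperature compound preincubation with 10 nM enzyme. Signal taken at 0 min and again at 10 min.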
Pol iota inh = DNA polymerase iota (human) inhibition; Pol iota fluorescent replication assay, 10 min; Potency, µM (highest dose often 115 µM), for the others: top-dose activity, negative = inhibition, usual class: inhibitors; 1% of 390,000 active
Target sequence (Q9UNA4 whole entry, looked up): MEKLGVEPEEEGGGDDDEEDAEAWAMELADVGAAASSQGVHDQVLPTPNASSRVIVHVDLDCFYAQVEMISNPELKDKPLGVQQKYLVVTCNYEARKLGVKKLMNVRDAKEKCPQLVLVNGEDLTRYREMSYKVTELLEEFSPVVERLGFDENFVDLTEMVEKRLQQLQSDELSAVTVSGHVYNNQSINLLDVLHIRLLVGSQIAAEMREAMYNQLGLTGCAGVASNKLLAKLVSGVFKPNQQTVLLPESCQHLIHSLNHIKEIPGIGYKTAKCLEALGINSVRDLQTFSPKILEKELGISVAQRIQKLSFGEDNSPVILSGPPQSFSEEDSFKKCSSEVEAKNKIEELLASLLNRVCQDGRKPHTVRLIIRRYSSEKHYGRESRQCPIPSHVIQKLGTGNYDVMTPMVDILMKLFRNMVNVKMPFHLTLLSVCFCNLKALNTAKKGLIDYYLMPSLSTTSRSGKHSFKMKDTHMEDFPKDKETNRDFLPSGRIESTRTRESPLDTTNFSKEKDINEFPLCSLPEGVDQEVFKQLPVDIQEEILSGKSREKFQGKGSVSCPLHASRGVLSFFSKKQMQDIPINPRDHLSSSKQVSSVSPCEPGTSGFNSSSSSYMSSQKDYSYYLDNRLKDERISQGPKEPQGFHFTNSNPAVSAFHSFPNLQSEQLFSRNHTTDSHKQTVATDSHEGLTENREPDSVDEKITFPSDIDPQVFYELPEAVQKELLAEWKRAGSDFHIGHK
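Fluorescent replication assay read twice, at 0 min and 10 min after adding 50 nM (final) substrate. Enzyme (10 nM) and compounds were first incubated 15 min at room temperature; enzyme-free buffer wells were negative controls.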
BAZ2B block = blocks human BAZ2B. Q9UIF8. AlphaScreen BAZ2B-H3K14Ac peptide displacement. Potency, µM (titrated, usually from 114 µM), for inactives: at the highest dose activity change, negative = inhibition, usual class: inhibitors. 4.4% of 360,000 active. AID 504333; note: % is set by controls: 0 for no effect and ±100 for the full control effect; nearly all actives have a fitted effect of over 60% in size
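AlphaScreen displacement: compounds (up to 110uM) incubated 30 min at room temperature with a preformed 50 nM BAZ2B/50 nM biotinylated H3K14Ac peptide complex in PBS pH 7.4 with Tween-20. Donor and acceptor beads at 10 ug/mL final added, 20 min light-protected before reading.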
Starred values were filed as active, the others as inactive; u = inconclusive; x = not tested or not shown; & = joins results of further samples; [ ] = remark or other dose. Calls come from the whole dose curve; as a rule, active = well fitted curve in the direction sought with a large enough effect; inconclusive = small, poorly fitted or top-dose-only effect, or another doubt; inactive = no such curve, though single readings can be large; an effect the other way counts as inactive or inconclusive. Potency is the fitted concentration of half-maximal effect. Only part of the results is shown; rates above refer to the full screens.

Every second line gives: BLM inh	Pol kappa inh	Apoferritin bind	APE1 inh	POLB inh	G9a inh	POLH inh	Pol iota inh	BAZ2B block
1) O=C(CN1C(=O)C2C3CCC(C3)C2C1=O)NCc1ccco1 (stereo unspecified)
  -1.0%	-14.1%	-5.6%	18.6%	21.1%	x	-0.2%	u	-13.7%
2) CN1C(=O)c2ccc(NC(=O)c3cccc(N4C(=O)CCC4=O)c3)cc2C1=O
  1.6%	15.0%	75.4%[activator]	10.2%	1.1%	-1.4%	-10.6%	8.8%	3.6%
3) c1ccc(-c2oc3ncnc(NCCN4CCOCC4)c3c2-c2ccccc2)cc1
  2.0%	-10.3%	-11.9%	-7.9%	6.8%	u	-2.4%	12.8%	u
4) COc1cccc(NC(=O)CCc2nc(-c3cc(OC)c(OC)c(OC)c3)no2)c1
  -1.4%	1.0%	-18.6%	x	14.7%	-6.6%[59 µM]	-7.5%	-16.8%	-5.9%
5) COc1cc(CN2CCC(n3nccc3NC(=O)CCCc3ccccc3)CC2)ccc1O
  1.1%	-12.3%	1.7%	3.1%	36.1%	70.8µM*	-17.0%	-4.2%	-26.2%
6) CC(C)C[C@H](NC(=O)N1CCn2c1nc1ccccc12)C(=O)N[C@H](Cc1ccccc1)C(=O)O
  -0.1%	-4.7%	-9.6%	27.8%	1.9%	0.7%	-16.4%	3.9%	-7.9%
7) CCOc1ccc(N(c2nc(-c3ccc(OC)c(OC)c3)no2)c2nc(-c3ccc(OC)c(OC)c3)no2)cc1
  -3.8%	-14.3%	3.8%	x	-0.6%	11.5%[59 µM]	-6.7%	13.7%	-1.3%
8) Cc1cc(O)c(NC(=O)c2ccc(C)c([N+](=O)[O-])c2)cc1C
  -3.1%	-0.4%	-11.2%	-1.6%	4.9%	5.0%	-18.3%	29.2%	0.1%
9) O=C(c1cc2ccccc2o1)c1cccs1
  -2.9%	-17.6%	-16.8%	-2.0%	14.9%	9.1%[59 µM]	-11.6%	-6.2%	35.3%
10) Cc1cc(Nc2ccccc2)n(CCO)n1
  0.5%	-15.4%	-9.3%	-1.5%	1.7%	2.1%	0.8%	x	8.1%
11) CCc1c(C)nc(SCC(=O)N2CCCCC2)[nH]c1=O
  0.9%	1.1%	-9.8%	31.4%	-0.6%	9.6%	-14.3%	8.7%	-21.0%
12) COc1ccc(NC(=O)Cn2nnc(C(=O)NCc3ccc4c(c3)OCO4)c2N)c(OC)c1
  -16.1%	-17.5%	u	-13.1%	u	7.2%[59 µM]	-12.1%	u	-4.2%
13) COc1ccc(CC(=O)Nc2nncs2)cc1OC
  -1.9%	-8.8%	-10.1%	1.5%	-0.4%	5.9%[59 µM]	-4.7%	-9.0%	5.6%
14) Cc1noc(C)c1C(=O)N1CCC2(CC1)CN(C(=O)Nc1cccc(F)c1)C2
  5.4%	3.9%[60.1 µM]	x	-4.0%	x	-14.2%[12.7 µM]	x	x	x
15) CCOC(=O)c1ccc(NC(=O)Cc2noc3ccc(C)cc23)cc1
  -1.4%	-11.0%	-12.2%	x	-1.1%	12.6µM*	-11.2%	3.9%	-0.9%
16) Cc1cc(OC(C)C(=O)NCC2CCC(C(=O)O)CC2)c2c(C)c(Cc3ccccc3)c(=O)oc2c1 (stereo unspecified)
  -15.7%	-13.9%	-16.5%	-25.2%	-36.2%	7.9%	u	79.4µM*	-31.6%
17) CCC1CCCCN1CCCNC(=O)CC1Oc2ccccc2NC1=O (stereo unspecified)
  -5.4%	-2.5%	2.3%	-4.2%	0.8%	2.1%	-16.1%	-26.4%	-3.2%
18) C=CCn1c(=O)c(C(=O)OCC)c(O)c2ccccc21
  0.0%	-8.0%	-4.5%	-0.3%	2.8%	-4.9%	-13.9%	-3.9%	-20.4%
19) Cc1ccc(Cn2c(=O)n(Cc3ccccc3)c(=O)c3oc4ccccc4c32)cc1
  -5.0%	-5.9%	-11.0%	x	15.4%	-8.6%[59 µM]	-2.1%	15.2%	-13.5%
20) O=C(CCNC(=O)c1ccc([N+](=O)[O-])cc1)NCC1COc2ccccc2O1 (stereo unspecified)
  x	-1.2%	x	-2.3%	x	50.1µM*	-13.1%	26.0%	7.1%
21) CN(Cc1ccccc1OCCO)CC1CCCN(CCc2ccc(Cl)cc2)C1 (stereo unspecified)
  -8.7%	-6.7%	-12.4%	14.4%	0.2%	-9.6%	-8.5%	13.8%	-18.2%
22) CN(Cc1ccon1)C(=O)C1CCN(C2CCN(CCCc3ccccc3)CC2)CC1
  1.5%	-6.1%	-7.1%	27.4%	4.5%	-19.7%	-18.7%	27.1%	-14.2%
23) CCCCCOC(=O)c1c(N)n(CCOC)c2nc3ccccc3nc12
  -11.6%	-10.9%	431.5%[activator]	-6.8%	35.0%	81.8%[activator]	-12.0%	25.0%	6.9%
24) c1ccc(CNc2ncnc3ccc(-c4ccoc4)cc23)cc1
  1.9%	-13.2%[60.1 µM]	x	-11.7%	x	4.9%[0.501 µM]	x	x	x
25) CCCc1cnc2c(c1SCC(=O)N1CCC(C)CC1)c(=O)n(C)c(=O)n2C
  1.4%	-1.5%[60.1 µM]	5.3%	x	0.0%	4.0%[59 µM]	-2.7%	13.4%	-7.5%
26) CCCCOc1nc(N)nc(-c2ccccc2)n1
  -7.5%	-2.0%	0.4%	8.9%	4.9%	u	-12.1%	-8.6%	-2.9%
27) Cn1nnnc1SCC(=O)c1ccc2c(c1)OCCO2
  1.6%	-1.0%	u	2.5%	6.8%	14.9%	-12.4%	181.0%[activator]	15.6%
28) COC(=O)[C@H](Cc1ccccc1)NC(=O)NCCc1ccc(OC)cc1
  -3.2%	0.3%	2.9%	14.2%	31.3%	23.7%	-13.1%	45.1%[activator]	-1.1%
29) Cc1cccc(C)c1OC(=O)CCN1C(=O)C2C3C=CC(C4CC34)C2C1=O (stereo unspecified)
  -4.6%	-0.1%	-10.3%	13.1%	-2.5%	-10.3%	-12.4%	5.6%	-8.2%
30) COc1ccc(/C=C(\C#N)c2nc(-c3cc(Cl)ccc3OC)cs2)cc1
  1.5%	-11.9%	56.8%[activator]	x	9.1%	-34.9%[59 µM]	-10.5%	-14.6%	6.0%
31) O=C(COc1ccc(S(=O)(=O)NC2CCCCC2)cc1)Nc1ccc2c(c1)OCCO2
  -4.8%	-1.2%	u	-5.2%	-20.4%	u	-15.2%	-21.0%	-21.6%
32) COc1ccc(CCNC(=O)CN(c2cc(OC)ccc2OC)S(=O)(=O)c2ccccc2)cc1
  -6.0%	4.9%	-5.9%	12.5%	36.3%	-7.2%	-27.2%	7.3%	0.5%
33) COc1ccc(S(=O)(=O)N2CCOC2CNC(=O)C(=O)NCc2ccccn2)cc1C (stereo unspecified)
  -3.3%	-2.2%	-6.7%	7.7%	2.1%	x	-5.2%	14.6%	-1.5%
34) CCc1ccc(C(=O)CSc2nc3cc(S(=O)(=O)N4CCOCC4)ccc3n2CC)cc1
  0.8%	-11.5%	-2.2%	7.5%	10.1%	44.7µM*	-18.7%	12.3%	-10.6%
35) CCc1ccc(NS(=O)(=O)c2[nH]ncc2C(=O)OC)cc1
  -10.8%	-26.0%	5.0%	x	u	2.51µM*	-12.4%	79.4µM*	u
36) Cn1cccc1/C=N/N1CCN(Cc2cccc3ccccc23)CC1
  -2.7%	-11.2%	-11.7%	-1.2%	-14.0%	25.1µM*	-18.9%	195.9%[activator]	22.4µM*
37) C/C(=N/NC(=O)c1sc(NS(=O)(=O)c2ccccc2)nc1C)c1sc(N)nc1C
  -2.9%	-6.0%	0.2%	52.5%[activator]	5.8%	50.1µM*	-15.8%	88.9%[activator]	u
38) O=C(COC(=O)c1cc(=O)c2ccccc2o1)Nc1c(F)c(F)c(F)c(F)c1F
  x	-0.9%	x	29.7%	x	-4.2%	-11.3%	18.0%	-4.7%
39) Cc1cc(NC(=O)C23CC4CC(CC(C4)C2)C3)n[nH]1
  -4.1%	-5.9%	u	-0.3%	3.2%	12.6%	-11.0%	39.5%[activator]	u
40) COc1ccc(NS(=O)(=O)c2ccc(N3CCOCC3)c(NC(=O)c3ccco3)c2)cc1
  -4.9%	-0.6%	-19.8%	4.9%	6.7%	-35.0%	-19.2%	122.9%[activator]	3.6%
41) Cc1ccc(-c2cccc(C3CC=CC4C3C(=O)N(Cc3ccccc3)C4c3ccc4ccccc4c3)c2)cc1 (stereo unspecified)
  -0.9%&-3.7%	6.7%&-11.7%	-10.8%&4.6%	-1.5%&-0.1%	-3.4%	13.3%[59 µM]	-17.3%	u	3.3%
42) COC(=O)CN1C(=O)C2(C(C#N)=C(N)Oc3c2c(C)nn3-c2ccccc2)c2ccccc21 (stereo unspecified)
  -1.3%	-23.9%	-12.5%	-1.4%	1.9%	u	-10.7%	u	-0.2%
43) Cc1cccc(N2CC34C=CC(O3)C(C(=O)O)C4C2=O)c1 (stereo unspecified)
  1.6%	-9.8%	-5.5%	-2.5%	0.6%	18.9%[2.33 µM]	6.3%	-5.6%	6.7%

3 entries picked at random from the list so far, as already listed:
Every second line gives: BLM inh	Pol kappa inh	Apoferritin bind	APE1 inh	POLB inh	G9a inh	POLH inh	Pol iota inh	BAZ2B block
38) O=C(COC(=O)c1cc(=O)c2ccccc2o1)Nc1c(F)c(F)c(F)c(F)c1F
  x	-0.9%	x	29.7%	x	-4.2%	-11.3%	18.0%	-4.7%
34) CCc1ccc(C(=O)CSc2nc3cc(S(=O)(=O)N4CCOCC4)ccc3n2CC)cc1
  0.8%	-11.5%	-2.2%	7.5%	10.1%	44.7µM*	-18.7%	12.3%	-10.6%
32) COc1ccc(CCNC(=O)CN(c2cc(OC)ccc2OC)S(=O)(=O)c2ccccc2)cc1
  -6.0%	4.9%	-5.9%	12.5%	36.3%	-7.2%	-27.2%	7.3%	0.5%

Compound activity (PubChem)
